# Screening data from PubChem.
# NOD1 NF-kB reporter: NOD1 signaling inhibitors, primary screen, cell-based, luminescence, uHTS (AID 1578). NOD1-driven NF-kB luciferase reporter cells, luminescence; higher % means a stronger effect. inhibition, % at 4 µM, or EC50 in µM where a hit was titrated. 1% of 290,000 active; in the data active = inhibition mostly above about 36%, no sharp cut-off; inactive = mostly below about 34%;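 note: HEK-293T reporter cells stimulated with the NOD1 agonist gamma-tri-DAP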
# HIV fusion peptide: inhibitors of HIV fusion peptide binding, primary screen, biochemical, uHTS, fluorescence dequenching (AID 1986). 0.3% of 290,000 active. cell-free peptide binding, fluorescence dequenching, 30 min; higher % means a stronger effect. inhibition, % at 20 µM; hits with a dose series show IC50 in µM; in the data active = inhibition mostly above about 52%, no sharp cut-off; inactive = mostly below about 76%; note: some results filed as inactive read as strong as hits
# GPR55 activation: GPR55 agonists via beta-arrestin recruitment, primary screen, imaging, U2OS cells, beta-arrestin-GFP redistribution (AID 1961) | G-protein coupled receptor 55 (Homo sapiens) | 0.048% of 290,000 active | activation, % at 10 µM; hits with a dose series show EC50 in µM | U2OS GPR55 beta-arrestin-GFP redistribution imaging; higher % means a stronger effect;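 active = activation above 40% with more than 50 cells counted in the well; inconclusive = wells holding fewer than 50 cells, flagged as toxic or sparse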;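 note: U2OS osteosarcoma cells stably expressing GPR55 and beta-arrestin-GFP; plate controls were DMSO negative control for no effect and LPI positive control for full effect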
# West Nile virus CPE: West Nile virus antiviral activity, cell-based, CPE readout (AID 1621). West Nile virus-infected cells, CPE inhibition; higher % means a stronger effect. one-dose CPE inhibition, % at 10 µM; IC50 in µM for titrated hits. 0.02% of 290,000 active; in the data active = a potency from the dose series; inconclusive = CPE inhibition mostly from about 3.7% at the one dose, without a potency; inactive = the rest, 99 in 100 with CPE inhibition below about 2.2%; note: strong numbers were not always called active
# KOR beta-arrestin-1: KOR antagonists, beta-arrestin recruitment, cell-based, luminescence, uHTS (AID 1778). KOR beta-arrestin recruitment, luminescence, antagonist mode; higher % means a stronger effect. Kappa-type opioid receptor (Homo sapiens). inhibition, % at 10 µM; hits with a dose series show IC50 in µM. 0.091% of 290,000 active; in the data active = inhibition above about 50%; note: strong numbers were not always called active
# GPR55 antagonists: GPR55 antagonists blocking LPI-driven arrestin recruitment, primary screen, imaging, U2OS, beta-arrestin-GFP, LPI agonist (AID 2013); G-protein coupled receptor 55 (Homo sapiens); U2OS GPR55 beta-arrestin-GFP translocation imaging, LPI antagonism; higher % means a stronger effect; one-dose inhibition, % at 10 µM; IC50 in µM for titrated hits; 0.13% of 290,000 active;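 active = spots per cell inhibited over 60%, with over 100 cells counted and total cytoplasm intensity under 500,000; inconclusive = wells with under 100 cells, flagged as likely toxic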;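 note: U2OS cells stably carrying GPR55 and arrestin-GFP stimulated by 5 µM LPI near EC80; imaged beta-arrestin-GFP aggregate spots per cell after agonist stimulation; plate controls were LPI-stimulated DMSO wells for no effect and DMSO wells without LPI for full effect; some results filed as inactive read as strong as hits; confirmed hits need IC50 under 10 µM and bright autofluorescent wells are also inconclusive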
# KOR beta-arrestin-2: KOR agonists, beta-arrestin recruitment, primary screen, cell-based, luminescence, uHTS (AID 1777) | activation, % at 10 µM; hits with a dose series show EC50 in µM | KOR beta-arrestin recruitment, luminescence; higher % means a stronger effect | 0.02% of 280,000 active; in the data active = activation above about 50%, passing the limit was not always enough; note: a part of the inactive calls stands beside numbers as strong as those of hits
# GPR35 antagonists: GPR35 antagonists blocking zaprinast-driven arrestin recruitment, primary screen, imaging, U2OS, beta-arrestin-GFP, zaprinast agonist (AID 2058); G-protein coupled receptor 35 (Homo sapiens); U2OS GPR35 beta-arrestin-GFP translocation imaging, zaprinast antagonism; higher % means a stronger effect; one-dose inhibition, % at 10 µM; IC50 in µM for titrated hits; 0.052% of 290,000 active;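 active = inhibition of at least 50% with at least 30 cells and total cytoplasm GFP at most 10,000,000; inconclusive = under 30 cells or total GFP of 10,000,000 plus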
# Dengue-2 NS5 capping: Dengue-2 NS5 methyltransferase inhibitors, primary screen, biochemical, confirmation dose response (AID 588689); Dengue-2 NS5 methyltransferase capping enzyme assay, biochemical; higher % means a stronger effect; inhibition, % at 25 µM, or IC50 in µM where a hit was titrated; Genome polyprotein (Dengue virus type 2 (strain 16681-PDK53)); 0.3% of 340,000 active; in the data active = a potency from the dose series; inconclusive = inhibition above about 29% without an active follow-up result
# Dengue-2 NS5 capping pilot replicate: recorded beside Dengue-2 NS5 capping, whose call it bears; inhibition, %; measured here: pilot screen replicate inhibition
# * marks the source's active call; other numbers are inactive results; ? = inconclusive; nt = no result given; [ ] = another dose, or the depositor's remark.
SMILES,NOD1 NF-kB reporter,HIV fusion peptide,GPR55 activation,West Nile virus CPE,KOR beta-arrestin-1,GPR55 antagonists,KOR beta-arrestin-2,GPR35 antagonists,Dengue-2 NS5 capping,others
COc1cccc(N=Nc2ccc3cccnc3c2O)c1,nt,-3.5%,-0.1%,?,5.9µM*,4%,-0.2%,6%,6%,
Nc1nc(CN2CCN(c3ccccn3)CC2)nc(Nc2ccc(F)cc2)n1,-14%,2.8%,0.2%,-0.8%,-13%,-4%,-1.4%,6%,-14%,Dengue-2 NS5 capping pilot replicate=-4.2
CCOC(=O)NC(=O)C(=CNc1ccc(C)cc1)C(=O)NC(=O)OCC,-22%,0.8%,0.4%,0.0%,2%,3%,1.2%,7%,nt,
CNc1oc(-c2ccccc2)nc1C#N,-19%,-2.1%,0.3%,0.1%,18%,-3%,1.3%,13%,-8%,
O=C1CCCC2=C1C1(CCCC1)N=C(Nc1nc3ccccc3s1)N2,-2%,0.9%,-0.1%,-0.4%,-74%,-5%,42%,-4%,24%,
COc1cc(-c2noc(C)c2/C=C/c2ccc(N)cc2)cc(OC)c1OC,-13%,0.5%,0.4%,-2.1%,-194%[20 µM],-26%,4.7%,-3%,-6%,
CC1(C)SC[C@H](C(=O)Nc2cccc(Cl)c2)N1C=O,-14%,-0.6%,0.0%,0.2%,1%,14%,0.7%,-1%,-9%,
COCCCn1c(C)nnc1SCC(=O)Nc1ccc(C(C)=O)cc1,-16%,-1.8%,0.6%,-0.1%,14%,3%,1.3%,2%,-7%,
CCc1nnc(NS(=O)(=O)c2ccc(NC(=S)NC(=O)/C=C/c3ccc([N+](=O)[O-])cc3)cc2)s1,4%,26%,-0.2%,0.7%,-1%,-2%,3.3%,6%,10%,
O=C(CSCc1cccc(Cl)c1)N/N=C/c1ccc(OCC(=O)N2CCCCC2)cc1,17%,-0.9%,0.5%,1.4%,-6%,-10%,-1.8%,-6%,-3%,
CCc1c(C(=O)N/N=C/c2ccsc2)csc1C,-26%,-1.0%,-0.2%,-0.8%,6%,16%,-0.8%,-5%,-12%,
CCOC(=O)c1cc(-c2ccc(OC)cc2)n(CCC(=O)NC2CCN(Cc3ccccc3)CC2)c1C,-48%,0.6%,-0.4%,-1.0%,-20%,17%,-2.8%,-12%,-3%,
CCOC(=O)C1CCN(S(=O)(=O)c2ccc3c4c2CC(=O)N4CC(C)S3)CC1 (stereo unspecified),5%,-0.6%,0.3%,-0.3%,-28%[20 µM],0%,-3.9%,-2%,-1%,
CCO[C@@H]1OC(C(=O)NC2CC2)=C[C@H](c2ccccc2)[C@H]1CCCO,-26%,-1.4%,0.5%,0.0%,0%,8%,0.3%,5%,-1%,
CC(=O)Nc1ccc(S(=O)(=O)Nc2ncccn2)cc1,-1%,-0.8%,-0.2%,0.2%,11%,7%,-6.5%,5%,-6%,
Cc1ccc(-c2nc3ccccc3s2)cc1NC(=S)NC(=O)c1cccc2ccccc12,-54%,0.9%,1.2%,23%,4%,12%,-2.9%,20%,-1%,
COc1ccc(C(c2nnnn2C(C)(C)C)N2CCN(C)CC2)cc1OC (stereo unspecified),-2%,1.2%,0.2%,-0.2%,-34%,6%,4.0%,11%,-7%,
COc1cccc2c1OCC(CN1CCN(Cc3ccccc3F)C(CCO)C1)=C2 (stereo unspecified),-6%,-0.5%,-0.4%,-1.0%,-21%[20 µM],8%,-3.4%,-13%,-3%,
COc1cccc(S(=O)(=O)Nc2ccc(C(=O)Nc3ccncc3)cc2)c1,9%,-0.7%,0.0%,-1.4%,25%,-7%,-0.8%,-7%,-5%,
COc1ccc(Cn2cccc(NC(=O)Nc3cccc(C#N)c3)c2=O)cc1,34%,-2.7%,-0.2%,-0.9%,-13%,4%,4.1%,-6%,0%,
COc1ccc(C(=O)NCc2ccccc2)cc1S(=O)(=O)N1CCCc2ccccc21,12%,-1.7%,-0.1%,nt,-34%,2%,3.8%,-9%,-3%,
CN(CC(=O)NCc1ccccc1)Cc1ccc(Cl)cc1,-14%,2.0%,0.0%,0.7%,-2%,-1%,2.5%,4%,-1%,
Cc1ncoc1C(=O)N1CCc2c([nH]c3ccccc23)C1C(C)(C)C (stereo unspecified),-10%,-1.2%,0.3%,-1.3%,-16%,4%,-6.0%,25%,-3%,
COc1ccc(-c2ccc(-c3noc(-c4ccccc4OC)n3)c(OC)n2)cc1,-9%,63%,-0.1%,0.1%,24%,10%,-5.5%,2%,4%,
CCC/C=N/Nc1nc2ccccc2s1,-25%,0.2%,-0.1%,-0.2%,-16%[20 µM],2%,nt,4%,4%,
Cc1c(C(=O)NCc2ccccc2)oc2ccc(S(=O)(=O)N3CCCC3)cc12,13%,-0.5%,-0.2%,0.5%,31%,-9%,2.2%,1%,-6%,
CCn1c(-c2ccco2)nc2ccccc21,-21%,0.2%,0.9%,0.1%,-21%,-8%,-1.4%,6%,-5%,
COc1ccc(OC)c(NC(=O)CSc2nnc(-c3ccco3)o2)c1,-25%,0.4%,0.2%,-0.3%,-20%,0%,3.3%,1%,1%,
CCCCOC(=O)Nc1nnc(Cc2ccc(Cl)cc2)s1,-15%,0.1%,-0.4%,-0.5%,-14%,-8%,-2.8%,3%,3%,
CC(=O)NCC(=O)OCc1ccc([N+](=O)[O-])cc1,65%,-1.8%,-0.2%,-0.1%,-32%,8%,2.0%,-4%,-4%,
CCCNC(=S)N1CCN(c2nc(-c3ccc(C)cc3)cs2)CC1,31%,-1.5%,-0.3%,-1.5%,-15%[20 µM],0%,-0.9%,-4%,1%,
Cc1[nH]c2ccc(C(=O)N3CCCCC3)cc2c1C,-32%,0.6%,-0.7%,-0.5%,12%,4%,-0.6%,-3%,-4%,
CCCC(=O)Nc1ccc(NC(=O)c2ccco2)cn1,-37%,0.8%,-0.2%,0.2%,2%,8%,6.8%,8%,-5%,
CCN1/C(=C/C=C/C=C/c2sc3ccccc3[n+]2CC)Sc2ccccc21,66%,14%,-0.2%,-0.4%,-1%,40%,0.4%,59%,nt,
COc1ccc(Cl)cc1NC(=O)C1CCN(S(C)(=O)=O)CC1,-33%,-0.8%,0.5%,-0.6%,0%[20 µM],12%,nt,-1%,-10%,
C=CCNC(=O)C(=O)c1cccn1-c1ccsc1C(=O)OC,-1%,0.8%,-0.1%,-0.3%,53%,-6%,-8.5%,-4%,-2%,
O=C(O)CCCCCN1C(=O)/C(=C\c2ccc(-c3ccc(Cl)cc3)o2)SC1=S,-4%,82%*,-0.1%,0.8%,-5%,-5%,0.7%,-9%,-53%,
CSC(=NC#N)N1CCN(c2c(C)cccc2C)CC1,-14%,-1.3%,-0.1%,-1.1%,11%[20 µM],-3%,-7.7%,-6%,3%,
O=C(O)C(=O)/C(=C\c1ccc(Cl)cc1)c1ccc2ccccc2n1,-59%,8.4%,-0.4%,-0.2%,-30%,-2%,3.9%,-8%,3%,
Cc1csc2nc(CSc3ccc(Cl)cc3)cn12,nt,-0.7%,-0.1%,-0.2%,32%,-6%,0.5%,6%,2%,
Cc1cc(/C=C2/C(=N)N3C(=NC2=O)SN=C3S(C)(=O)=O)c(C)n1-c1ccc(F)cc1,-12%,76%,1.0%,0.6%,-38%,13%,-2.3%,-17%,-12%,
CC(=O)c1ccc(Nc2c3c(c(C#N)c4nc5ccccc5n24)CCC3)cc1,-2%,2.9%,0.2%,-0.9%,4%,12%,3.0%,-21%,nt,
Cc1ccc(S(=O)(=O)N(C)C)cc1[N+](=O)[O-],-11%,-0.1%,-0.1%,-0.3%,18%,-8%,4.3%,-1%,-4%,
COc1ccc(OCCSc2nnc3sc4ccccc4n23)cc1,-54%,-0.4%,0.2%,0.4%,-47%,-19%,0.5%,-8%,-3%,
COc1ccc(NC2CCCN(C(=O)c3ccc4[nH]c(C)c(C)c4c3)C2)cc1OC (stereo unspecified),25%,-1.1%,0.0%,0.0%,-32%,-32%,6.6%,1%,-3%,

# Sorted by number of heavy atoms (descending): part of the list above.
SMILES,NOD1 NF-kB reporter,HIV fusion peptide,GPR55 activation,West Nile virus CPE,KOR beta-arrestin-1,GPR55 antagonists,KOR beta-arrestin-2,GPR35 antagonists,Dengue-2 NS5 capping,others
COc1ccc(NC2CCCN(C(=O)c3ccc4[nH]c(C)c(C)c4c3)C2)cc1OC (stereo unspecified),25%,-1.1%,0.0%,0.0%,-32%,-32%,6.6%,1%,-3%,
O=C(O)CCCCCN1C(=O)/C(=C\c2ccc(-c3ccc(Cl)cc3)o2)SC1=S,-4%,82%*,-0.1%,0.8%,-5%,-5%,0.7%,-9%,-53%,
CCN1/C(=C/C=C/C=C/c2sc3ccccc3[n+]2CC)Sc2ccccc21,66%,14%,-0.2%,-0.4%,-1%,40%,0.4%,59%,nt,
COc1ccc(OCCSc2nnc3sc4ccccc4n23)cc1,-54%,-0.4%,0.2%,0.4%,-47%,-19%,0.5%,-8%,-3%,
CSC(=NC#N)N1CCN(c2c(C)cccc2C)CC1,-14%,-1.3%,-0.1%,-1.1%,11%[20 µM],-3%,-7.7%,-6%,3%,
Cc1[nH]c2ccc(C(=O)N3CCCCC3)cc2c1C,-32%,0.6%,-0.7%,-0.5%,12%,4%,-0.6%,-3%,-4%,

# The list goes on.
SMILES,NOD1 NF-kB reporter,HIV fusion peptide,GPR55 activation,West Nile virus CPE,KOR beta-arrestin-1,GPR55 antagonists,KOR beta-arrestin-2,GPR35 antagonists,Dengue-2 NS5 capping,others
O=C(CCCN1C(=O)c2cccnc2C1=O)Nc1ccc(F)cc1Cl,-6%,0.6%,-0.1%,-0.1%,-7%,7%,-3.3%,-8%,4%,
Nc1nc(NCCCN2CCOCC2)nc(Nc2ccc(F)cc2)c1[N+](=O)[O-],-24%,-1.0%,0.3%,-0.9%,-40%,-9%,-0.1%,-12%,3%,
COC(=O)c1cc(=O)n(-c2ccccc2)c(=Nc2ccccc2)s1,-23%,2.3%,-0.2%,0.4%,-9%,18%,0.2%,1%,-12%,
CCOC(=O)CSc1nnc(CNC(=O)c2cccs2)n1-c1cc(C)ccc1C,-36%,0.6%,0.3%,0.1%,-34%,6%,4.2%,-2%,-2%,
Cc1cc(NC(=O)c2ccccc2F)n(-c2nc3ccccc3[nH]2)n1,-8%,0.0%,-0.1%,0.7%,5%,4%,-1.2%,1%,0%,
Cn1c(CCNC(=O)c2ccco2)nc2cc([N+](=O)[O-])ccc21,-15%,-1.4%,0.0%,0.2%,-2%,13%,-2.4%,-6%,1%,

# The list is partial; the hit share may differ from the screen's.
